Compound activity: PubChem, Broad Institute
BL2 CD40 inh: inhibitors of CD40-induced NF-kB signaling, primary screen, BL2 cells, luciferase reporter, single point. inhibition, % at 10 µM. CD40L-induced, 4 h. AID 1053188, 2014. actives 0.94% (n = 83,000);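 active = mean inhibition of at least 50% with a set share of replicates also reaching that level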;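 note: 0% = neutral control wells and 100% = IKK inhibitor VII at 50 µM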
* = called active by the depositor; & = joins results of further samples; [ ] = dose if it differs, or a comment. Some of the compounds tested. The share of hits here may be higher or lower than overall.

SMILES	BL2 CD40 inh
COc1cccc(/C=N\NC(=O)c2ccc(C)nc2)c1	-17
O=C(C[C@H]1CC[C@@H](NC(=O)c2ccc3c(c2)OCO3)[C@@H](CO)O1)NCc1ccc(Oc2ccccc2)cc1	-3[25 µM]
FC(F)C(F)(F)Oc1cccc(Nc2nccn3c(-c4ccc5ccccc5c4)cnc23)c1	-27
CN(Cc1ccccc1)S(=O)(=O)c1ccc2c(c1)n(C)c(=O)n2C	16
C[C@H]1CCCCO[C@@H](CN(C)C(=O)Nc2ccc3c(c2)OCO3)[C@@H](C)CN([C@@H](C)CO)C(=O)c2cc(NS(=O)(=O)c3ccc(F)cc3)ccc2O1	-3[25 µM]
COc1ccc(NC(=O)N2C[C@H]3[C@@H](c4ccccc42)[C@@H](CO)N3Cc2ccccn2)cc1	-18[25 µM]
CO[C@H]1CC[C@@H]2CCN(C)C(=O)[C@@H](C)N(C)C(=O)c3cccc(C#N)c3OC[C@@H]1O2	12[25 µM]
O=C(NCCNC(=O)C(c1ccccc1)c1ccccc1)c1ccco1	5
CCOC(=O)NC(=O)COC(=O)c1cccc2ccccc12	-1
CCCN(CC(=O)Nc1ccccc1OC)C(=O)c1ccccn1	-2
COc1ccc(-c2cn(CC[C@@H]3CC[C@H](NC(=O)c4cnccn4)[C@@H](CO)O3)nn2)cc1	-11[25 µM]
CCC(C)NC(=O)c1cccc(C)c1 (stereo unspecified)	4
Cn1c(=O)c2c(nc(Cl)n2Cc2ccncc2)n(C)c1=O	4
CSCCC(NC(=O)OCc1ccccc1)C(=O)NC(Cc1c[nH]c2ccccc12)C(=O)O (stereo unspecified)	-14
COc1cc2c(cc1OC)C(CNC(=O)C=Cc1cc(OC)c(OC)c(OC)c1)C2 (stereo unspecified)	-5
O=C(c1ccc2c(c1)OCO2)N1CCN=C1SCc1ccccc1	-6
C[C@H](CO)N1C[C@H](C)[C@@H](CN(C)C(=O)c2ccncc2)OCc2ccccc2-c2c(n(C)c3ccccc23)C1=O	-7
COc1ccc(NS(=O)(=O)c2cccc(C(=O)NN=Cc3ccc(OC)cc3OC)c2)cc1	-4
COc1cccc(CNC(=O)CN2c3cccc4cccc(c34)S2(=O)=O)c1	-14
O=C(NC(=S)NN1CCOCC1)c1cc(Br)ccc1Cl	-1

2 entries from above in a different format.
COc1ccc(NC(=O)N2C[C@H]3[C@@H](c4ccccc42)[C@@H](CO)N3Cc2ccccn2)cc1
  BL2 CD40 inh: -18[25 µM]

CO[C@H]1CC[C@@H]2CCN(C)C(=O)[C@@H](C)N(C)C(=O)c3cccc(C#N)c3OC[C@@H]1O2
  BL2 CD40 inh: 12[25 µM]

Next records follow:
SMILES	BL2 CD40 inh
COc1ccc(-c2cc(C(=O)Nc3ccccc3)on2)cc1	-76
O=C(Nc1ccccc1)[C@H]1[C@H](CO)[C@H]2Cn3c(cccc3=O)[C@@H]1N2C(=O)c1ccc(F)cc1	-2[25 µM]
CCCC(C)C(=O)Nc1nnc(C)s1 (stereo unspecified)	5
Cc1ccc(OC(C)C(=O)N2CCN(c3ccccn3)CC2)cc1 (stereo unspecified)	4
O=C(Nc1cccc(S(=O)(=O)N2CCCCC2)c1)c1ccc2ccccc2n1	-56
C[C@@H]1CN([C@H](C)CO)C(=O)CCCn2cc(nn2)CO[C@H]1CN(C)S(=O)(=O)c1cccc(C#N)c1	-3[25 µM]
CS(=O)(=O)c1ccc2nc(NC(NC(=O)c3ccco3)(C(F)(F)F)C(F)(F)F)sc2c1	6
Cc1[nH]c2ccccc2c1CCO	18
CC(=O)Nc1cccc(N)c1	-23
Cc1ccc(S(=O)(=O)NCCc2cccs2)cc1	13
Cc1nc(-c2ccncc2)nc(NCCNc2ccc(C(F)(F)F)cn2)c1Cl	28
CN(C)C(=S)N=c1ssc(=S)n1Cc1ccco1	-85
Cc1ccnc(NS(=O)(=O)c2ccc(NC(=O)C3CCCO3)cc2)n1 (stereo unspecified)	14
CCc1nc(NCC2CCCO2)c(C#N)c2c1COC(C)(C)C2 (stereo unspecified)	-2
O=C(c1ccccc1F)N1CC2(C1)[C@@H](c1ccccc1)[C@@H](CO)N2CC1CCOCC1	-16[25 µM]
O=C1CCC(C(=O)OCc2nnc(-c3ccccc3)o2)=NN1	-8
C[C@H]1CN([C@@H](C)CO)C(=O)CCCn2nncc2CO[C@H]1CN(C)S(=O)(=O)c1ccccc1	-1
O=C(O)CNC(=O)CCn1nnc2ccccc2c1=O	4
CCS(=O)(=O)N1CC2(CN(C(=O)Cc3ccccn3)[C@@H](CO)c3[nH]c4cc(OC)ccc4c32)C1	-14[25 µM]
O=C(COc1ccc(Cl)cc1Cl)NNC(=S)Nc1ccc(F)cc1	-14

Four entries from above, with each value named.
molecule: COc1ccc(-c2cc(C(=O)Nc3ccccc3)on2)cc1
  BL2 CD40 inh: -76
molecule: O=C(O)CNC(=O)CCn1nnc2ccccc2c1=O
  BL2 CD40 inh: 4
molecule: O=C(c1ccccc1F)N1CC2(C1)[C@@H](c1ccccc1)[C@@H](CO)N2CC1CCOCC1
  BL2 CD40 inh: -16[25 µM]
molecule: O=C(Nc1cccc(S(=O)(=O)N2CCCCC2)c1)c1ccc2ccccc2n1
  BL2 CD40 inh: -56

Going on with the list:
SMILES	BL2 CD40 inh
CCCNC(=O)N1[C@@H]2CN(C(=O)C3CCC3)c3ccccc3[C@@H]2[C@@H]1CO	6[25 µM]
COCC(=O)NC[C@@H]1[C@@H](c2ccc(C3=CCCC3)cc2)[C@H](CO)N1C(=O)C1CC1	-12[25 µM]
NC1=NC(c2ccccc2)CC(=O)N1 (stereo unspecified)	19
Cc1ccc(S(=O)(=O)Nc2ccc3c(c2)C(=O)N(C)[C@H]2CC[C@@H](CC(=O)NCCc4ccncc4)O[C@H]2CO3)cc1	-3[25 µM]
COc1ccc2oc(-c3ccncc3)cc(=O)c2c1	-49
O=C(Nc1ccc(N2C(=O)CCC2=O)cc1Cl)c1cccs1	2
O=C(Cc1cccnc1)N1CC(=O)N2[C@H](CO)[C@@H](c3ccc(/C=C/c4ccccc4)cc3)[C@H]2C1	39[25 µM]
CCOc1ccccc1OCC(=O)NC1CCSc2ccccc21 (stereo unspecified)	-35
O=C(c1cnccn1)N1C[C@@H]2N[C@H](C1)C2c1ccc(/C=C/c2ccccc2)cc1 (stereo partly specified)	-12&23[25 µM]
C[C@H]1CN(C)C(=O)c2cccc(N)c2O[C@H]1CN(C)C	7
COc1ccc(S(=O)(=O)N2CCN(c3ccccc3)CC2)cc1C(=O)N1CCCC1	5
CCOC(=O)C1(Cc2ccc(OC)cc2)CCN(C(=O)Cc2cccnc2)CC1	-7
O=S(=O)(c1ccc(OCC(O)CN2CCc3ccccc3C2)cc1)N1CCOCC1 (stereo unspecified)	19
CCN(CC)C(=O)Cn1nnc(-c2ccc(S(C)(=O)=O)cc2)n1	8
C/C=C/c1cccc(-c2nc(C(=O)NCc3cccc(OC)c3)cc3c2[C@H](CCO)N([S@@](=O)C(C)(C)C)C3)c1	-14[25 µM]
CCOc1ccccc1C=NN1CCCCCC1	7
C=C(C)Cn1c(CCNC(=O)CC)nc2ccccc21	2
CCS(=O)(=O)N1CCCCN2[C@@H](CO)[C@@H](c3ccc(-c4ccc(C(=O)N(C)C)cc4)cc3)[C@@H]2C1	-15[25 µM]
O=C(COC(=O)C12CC3CC(CC(O)(C3)C1)C2)Nc1ccc(Cl)c(S(=O)(=O)N2CCOCC2)c1	-1
Cc1ccc2ccccc2c1C(O)c1ncc(-c2ccccc2F)[nH]1 (stereo unspecified)	-13
O=C(NN=Cc1ccc(O)cc1)c1ccccc1NS(=O)(=O)c1cccs1	8
CCOCCCn1cnc2c3cc(F)ccc3n(C)c2c1=O	-24
O=C(O)CN1C(=O)CSc2ccccc21	14
O=C(CN1C(=O)NC2(CCCC2)C1=O)OCC(=O)c1cccc(Cl)c1	2
C[n+]1ccccc1/C=N/O	3&7
COc1ccc(S(=O)(=O)Nc2ccc3c(c2)C(=O)N([C@@H](C)CO)C[C@H](C)[C@H](CN(C)Cc2ccc(C(F)(F)F)cc2)OCCCC[C@H](C)O3)cc1	59*[25 µM]
CCN1CCN(c2ccccc2NC(=O)c2ccc(-n3cccn3)cc2)CC1	-1
CO[C@@H]1CN(C)C(=O)c2ccc(NS(C)(=O)=O)cc2OC[C@H](C)N(CC2CC2)C[C@@H]1C	-4[25 µM]
O=C(COC(=O)C1CCCN1C(=O)c1cccs1)c1ccccc1 (stereo unspecified)	1
CCCNC(=O)N1C[C@H]2[C@@H](c3ccccc31)[C@H](CO)N2Cc1cccc(OC)c1	12[25 µM]
COc1ccc2c3c(n(C)c2c1)[C@@H](CO)N(Cc1nccs1)CC31CCN(CC2CCCC2)CC1	5[25 µM]
C[C@@H]1CN([C@@H](C)CO)C(=O)c2cc(NC(=O)Nc3cccc4ccccc34)ccc2O[C@@H](C)CCCCO[C@@H]1CN(C)Cc1ccc(C(F)(F)F)cc1	5[25 µM]
Cn1nc(C(F)(F)F)c(C#N)c1N1CCN(c2ccccc2)CC1	6
O=C(NCc1cccs1)c1ccc2nc([C@@H]3O[C@H](CO)[C@H](O)[C@H](O)[C@H]3O)[nH]c2c1	2
COC(=O)c1ccc(CSc2nnc(-c3ccncc3)o2)o1	7
CCC(=O)NNc1nc2c(C)cccc2s1	4
CCCS(=O)(=O)N1CCC(C(=O)NCCCOCC)CC1	2
O=C(Nc1ccc(F)cc1)N1CC(=O)N2[C@H](CO)[C@H](c3ccc(C#Cc4cccnc4)cc3)[C@H]2C1	0[25 µM]
COc1ccc(-c2ccccc2[C@H]2[C@@H](CO)N(C(=O)NC3CCCC3)[C@H]2C#N)cc1	6
Cc1ccc(-c2nn(-c3ccccc3)cc2CN(Cc2ccccc2)C(=O)CCC(=O)O)o1	5

5 compounds picked at random from the list so far:
SMILES	BL2 CD40 inh
COc1ccc(-c2ccccc2[C@H]2[C@@H](CO)N(C(=O)NC3CCCC3)[C@H]2C#N)cc1	6
C[C@@H]1CN([C@@H](C)CO)C(=O)c2cc(NC(=O)Nc3cccc4ccccc34)ccc2O[C@@H](C)CCCCO[C@@H]1CN(C)Cc1ccc(C(F)(F)F)cc1	5[25 µM]
O=C(Nc1ccc(F)cc1)N1CC(=O)N2[C@H](CO)[C@H](c3ccc(C#Cc4cccnc4)cc3)[C@H]2C1	0[25 µM]
CCCS(=O)(=O)N1CCC(C(=O)NCCCOCC)CC1	2
O=C(COC(=O)C1CCCN1C(=O)c1cccs1)c1ccccc1 (stereo unspecified)	1

(list continues)
SMILES	BL2 CD40 inh
CN(C)CC(=O)N1C[C@@H]2[C@H](c3ccccc31)[C@H](CO)N2C(=O)c1ccccn1	-6[25 µM]
CN(C(=O)Nc1ccc(S(=O)(=O)N(C)C)cc1)C1CCCCC1	-13
CC(=O)N1CCN(CC(O)COc2ccc(OCc3ccccc3)cc2)CC1 (stereo unspecified)	-10
C/C=C/c1cnc2c(c1)C(=O)N([C@H](C)CO)C[C@H](C)[C@H](CN(C)CC1CCOCC1)O2	-15[25 µM]
Nc1ccc2nc(N3CCOCC3)sc2c1	-45
CC(=O)c1ccc(-c2ccc(C(=O)NCC3CCCO3)o2)cc1 (stereo unspecified)	-24
Cc1nn(CC(=O)N2CCN(C34CC5CC(CC(C5)C3)C4)CC2)c(C)c1[N+](=O)[O-]	5
CC1CCN(C(=O)CSc2nnc3ccc(-c4cccnc4)nn23)CC1	-14
CCN(CC(=O)NC(C)C)C(=O)CCNC(=O)c1ccc(Cl)cc1	3
Cc1ccc(C(=O)OCC(=O)NCc2ccco2)cc1S(=O)(=O)N1CCOCC1	3
O=C(NCc1cccnc1)c1cc(-c2ccc(Cl)cc2)oc1C(F)(F)F	0
O=C(/C=C/c1ccccc1)NC(=S)Nc1ccc(N2CCOCC2)cc1	8
Cc1ccc(CN2CCNC(=O)C2CC(=O)NC2CCCCCC2)cc1 (stereo unspecified)	4
COc1cccc(S(=O)(=O)N2C[C@@H]3N[C@H](C2)C3c2ccc(-c3ccc(C(=O)N(C)C)cc3)cc2)c1 (stereo partly specified)	8[25 µM]
C/C(=N\NS(=O)(=O)c1ccc(C)cc1)c1cccs1	1
OC1(CNCc2ccccc2)C2CC3CC(C2)CC1C3 (stereo unspecified)	-1
C[C@H]1CN([C@@H](C)CO)C(=O)c2cccc(NC(=O)Nc3ccc(C(F)(F)F)cc3)c2O[C@H]1CN(C)C(=O)Nc1ccccc1	43
NC(=O)COC(=O)CC(NC(N)=O)c1ccc(Cl)cc1 (stereo unspecified)	8
c1csc(-c2noc(CN3CCN4CCCC4C3)n2)c1 (stereo unspecified)	1
CC(OC(=O)Cn1[nH]c(=O)c2ccccc2c1=O)C(=O)Nc1ccc(F)cc1 (stereo unspecified)	9
C[C@@H]1CN([C@@H](C)CO)C(=O)c2cccc(NC(=O)Nc3ccc(C(F)(F)F)cc3)c2O[C@H]1CN(C)S(=O)(=O)c1cn(C)cn1	-6[25 µM]
CCOC(=O)C1=C(C)Nc2ncnn2C1c1ccc(N(C)C)cc1 (stereo unspecified)	2
CN1CCN(C(=O)c2c(O)c3cccc4c3n(c2=O)CCC4)CC1	4
O=C(Nc1ccc(OCC(=O)N2CCOCC2)cc1)c1ccccc1F	-13
Nc1c(C(=O)Nc2ccccc2)sc2nc(-c3cccnc3)ccc12	-9
O=S(=O)(NCc1ccc2c(c1)OCO2)c1cccc2nsnc12	11
CN1c2ccc(-c3cccc(F)c3)cc2[C@@H]2[C@@H](CCN2C(=O)C2CCC2)[C@H]1CO	-19[25 µM]
Cc1ccnc(NC(c2ccccn2)c2c(C)[nH]c3ccccc23)c1 (stereo unspecified)	23
O=C(OCc1nnc(-c2ccccc2)o1)c1ccc(CO)cc1	-5
Cc1ccc(C(=O)Nc2sc3c(c2C(=O)O)CCC(C)C3)o1 (stereo unspecified)	-61

An excerpt of these results, as labelled records:
> CN1CCN(C(=O)c2c(O)c3cccc4c3n(c2=O)CCC4)CC1
  BL2 CD40 inh: 4
> C[C@@H]1CN([C@@H](C)CO)C(=O)c2cccc(NC(=O)Nc3ccc(C(F)(F)F)cc3)c2O[C@H]1CN(C)S(=O)(=O)c1cn(C)cn1
  BL2 CD40 inh: -6[25 µM]
